Integrin act MD: integrin-mediated muscular dystrophy alleviation activation; AID 624291; 350,000 tested, 0.064% active; Potency, µM (top dose mostly 38.3 µM), for the others: top-dose activation, most hits filed as activators; alpha7betagal myoblasts, beta-gal FDG fluorescence, 48 h;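 note: potency is the fitted concentration of half-maximal effect; 100% = response of the positive control SU9516; nearly all actives have a fitted effect of over 60% in size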
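Alpha7betagal+/- myoblasts (passage 13) were plated 16-24 hr, then exposed to compounds (1:260 dilution of DMSO stock) for 48 hours at 37C. After MPER lysis, β-galactosidase reporter activity was read as FDG fluorescence (ex 480/em 540) after 30 minutes.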
Mito fusion act: mitochondrial division inhibition or fusion activation. S. cerevisiae fusion-defective mutant growth rescue, CellTiterGlo 48 h. Potency, µM (highest dose often 46.1 µM), for inactives: at the highest dose growth rescue (activation), most hits filed as activators. 320,000 tested, 0.23% active;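 note: potency is the fitted concentration of half-maximal effect; % of control where 0% means no effect; nearly all actives have a fitted effect of over 45% in size; temperature-sensitive fusion mutants such as fzo1-1 at 37 °C on non-fermentable ethanol glycerol medium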
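Growth-rescue viability read-out: after 48 h at the non-permissive 37C in glycerol/ethanol YPEG, yeast mitochondrial fusion mutants are measured by CellTiterGlo luminescence; compounds (23 nl pinned per well) restoring growth score as division inhibitors or fusion activators.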
Tb PFK block: blocks T. brucei phosphofructokinase | AID 485367 | T. brucei PFK, ADP-Glo luminescence | O15648 | Potency, µM (highest dose often 57.5 µM), for inactives: at the top dose activity, negative = inhibition, hits mostly inhibitors | 330,000 tested, 0.17% active;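 note: potency is the fitted concentration of half-maximal effect; 0% = uninhibited 1x PFK enzyme wells and -100% = no-enzyme wells; nearly all actives have a fitted effect of over 60% in size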
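Compounds were pin-transferred as a titration series up to 57 uM into substrate buffer (0.5 mM F6P, 0.1 mM ATP, pH 8.0), then 1.25 nM PFK was added and reactions ran 45 min before ADP-Glo detection.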
TCR act: activates T cell receptor signaling; primary human leukocytes, anti-CD3, IL-2 HTRF, 48 h; Potency, µM (highest dose often 9.22 µM), inactives show top-dose activation of IL-2 secretion, most hits filed as activators; 330,000 tested, under 10 active; AID 504894; note: % of control where 0% means no effect
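Using a-CD3 beads without co-stimulation, primary human leukocytes were exposed to compounds for 48 hr. An HTRF IL-2 kit measured the cytokine, with europium-to-d2 energy transfer producing emission at 665nm upon 320nm excitation.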
PTAP TSG101 blk: blocks PTAP/TSG101 interaction to inhibit HIV-1 budding. Q99816. Fluorescence polarization, FITC-PTAP peptide / Tsg101 binding. Potency, µM (series often up to 115 µM), for inactives: at the highest dose activity change, negative = inhibition, hits mostly inhibitors. 340,000 tested, under 10 active; active = well fitted inhibition curve with a large enough effect in the main read-out, with a control signal flat, not every such curve was filed as active; inconclusive = small, poorly fitted or top-dose-only effect, or effect the other way, or a change in a side signal; inactive = no such curve, though single readings can be large or run the other way; note: potency is the fitted concentration of half-maximal effect; % of control where 0% means no effect
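Fluorescence polarization binding of Tsg101 binding domain (10 uM final) to FITC-labeled PTAP peptide (50 nM final) in HEPES pH 7.5 buffer with NaCl, Tween 20, EDTA, TCEP. Compounds added before peptide; binding 20 min at RT.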
Chronic BCR inh: chronic active BCR signaling inhibition. ABC-DLBCL IkBa-CBG/CBR reporter, luminescence ratio, 4 h. Potency, µM (top dose mostly 46.1 µM), without a hit: at the highest dose ratio change, negative = lower green/red ratio, most hits filed as inhibitors. 340,000 tested, 0.05% active. AID 493014; active = well fitted inhibition curve with a large enough effect in the signal ratio, with a control signal flat, not every such curve was filed as active; inconclusive = small, poorly fitted or top-dose-only effect, or effect the other way, or a change in a side signal; the % refers to the signal ratio;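 note: potency is the fitted concentration of half-maximal effect; plate controls were basal doxycycline-induced cells for no effect and cells given 10 µM MG132 for full effect; MG132 reads +100%, hits lower the ratio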
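Doxycycline induced both beetle luciferases in TMD8 lymphoma cells; IKK-driven degradation limits the IkappaBalpha-fused green signal, while red luminescence normalises for cell number and nonspecific effects. Compounds tested up to 46 uM, 4 hrs.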
Eya2 phos inh: inhibitors of human Eya2 phosphatase activity; O00167; recombinant Eya2, OMFP fluorescence dephosphorylation (OMFP is methylfluorescein phosphate); Potency, µM (top dose mostly 76.9 µM), for the others: top-dose activity, negative = inhibition, actives largely listed as inhibitors; 330,000 tested, 0.006% active; note: potency is the fitted concentration of half-maximal effect; % is set by controls: 0 for no effect and ±100 for the full control effect
Target sequence (O00167 whole entry, looked up): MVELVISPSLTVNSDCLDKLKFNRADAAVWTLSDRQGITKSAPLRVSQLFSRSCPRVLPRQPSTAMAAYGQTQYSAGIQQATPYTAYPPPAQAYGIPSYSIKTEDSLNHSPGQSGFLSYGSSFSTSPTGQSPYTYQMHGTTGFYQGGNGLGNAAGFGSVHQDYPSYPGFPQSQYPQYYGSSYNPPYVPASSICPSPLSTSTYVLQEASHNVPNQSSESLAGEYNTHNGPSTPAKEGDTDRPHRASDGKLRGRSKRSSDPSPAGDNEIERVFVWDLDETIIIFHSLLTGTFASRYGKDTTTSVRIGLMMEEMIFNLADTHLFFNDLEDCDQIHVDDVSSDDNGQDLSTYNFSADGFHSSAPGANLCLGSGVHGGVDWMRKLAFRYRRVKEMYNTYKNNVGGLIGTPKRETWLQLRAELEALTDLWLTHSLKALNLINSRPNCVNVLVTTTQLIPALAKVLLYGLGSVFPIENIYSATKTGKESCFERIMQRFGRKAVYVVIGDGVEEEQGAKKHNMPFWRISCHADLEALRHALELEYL
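Eya2 protein (added as 0.2 uM solution) was preincubated with compound for 10 min at ambient temperature in 50 mM HEPES pH 7.5, 50 mM NaCl, 5 uM MgCl2, 0.05% BSA, 1 mM DTT. OMFP (added at 50 uM) then reacted 10 min; fluorescence read at 485/525 nm.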
ELG1 DNA repair: blocks ELG1-dependent DNA repair in HEK293T cells. 330,000 tested, 2.3% active. HEK293T ELG1-luciferase reporter, luminescence, 16 h; DNA damage induced by 5-fluorouridine. Potency, µM (series often up to 46.1 µM), for inactives: at the top dose activity change, negative = inhibition, usual class: inhibitors; note: potency is the fitted concentration of half-maximal effect; % is set by controls: 0 for no effect and ±100 for the full control effect; nearly all actives have a fitted effect of over 55% in size
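Overnight (16 hr) co-exposure of 2,000 cells/well to 5-fluorouridine and compound at 37 °C preceded detection. Luciferase was quantified via ONE-Glo luminescence; loss of signal denotes inhibition.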
ASM inhibitor: inhibitors of human secretory acid sphingomyelinase; 340,000 tested, 0.006% active; Potency, µM (series often up to 57.5 µM), inactives show at the highest dose activity change, negative = inhibition, actives largely listed as inhibitors; placental ASM, HMU-PC fluorogenic substrate, 60 min; note: potency is the fitted concentration of half-maximal effect
Target sequence (P17405 47-631 limits assumed): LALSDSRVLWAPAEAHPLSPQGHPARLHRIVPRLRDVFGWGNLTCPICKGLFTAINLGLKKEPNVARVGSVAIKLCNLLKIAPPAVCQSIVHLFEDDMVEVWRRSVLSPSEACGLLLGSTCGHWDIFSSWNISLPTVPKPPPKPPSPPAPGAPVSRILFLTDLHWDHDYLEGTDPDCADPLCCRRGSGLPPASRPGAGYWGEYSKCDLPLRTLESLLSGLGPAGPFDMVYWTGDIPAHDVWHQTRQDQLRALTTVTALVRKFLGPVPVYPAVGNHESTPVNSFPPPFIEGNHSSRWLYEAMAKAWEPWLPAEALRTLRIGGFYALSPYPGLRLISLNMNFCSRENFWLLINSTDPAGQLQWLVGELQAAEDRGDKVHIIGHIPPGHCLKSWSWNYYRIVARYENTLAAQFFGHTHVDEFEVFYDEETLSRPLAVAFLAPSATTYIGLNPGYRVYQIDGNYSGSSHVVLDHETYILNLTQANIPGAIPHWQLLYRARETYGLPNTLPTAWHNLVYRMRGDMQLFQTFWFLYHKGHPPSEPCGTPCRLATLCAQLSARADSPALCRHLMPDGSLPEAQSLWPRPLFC
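Human placenta-derived ASM enzyme was preincubated with compound for 10 minutes at room temperature, then given fluorogenic substrate HMU-PC0 (9 uM final) for 60 minutes at 37 °C; a pH 10 stop preceded fluorescence reading at Ex 386/Em 447 nm.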
AT treatment: potential ataxia-telangiectasia treatment. AID 485349. […] A-T fibroblasts, KAP-1 phosphorylation AlphaLISA; neocarzinostatin DNA damage 30 min before lysis. Potency, µM (series often up to 57.5 µM), inactives show top-dose activation, hits mostly activators. 320,000 tested, 0.19% active; note: potency is the fitted concentration of half-maximal effect; % of control where 0% means no effect; nearly all actives have a fitted effect of over 45% in size
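hTERT-immortalized A-T patient fibroblasts ([…]), 500 cells/well in OPTI-MEM, 1% FBS, got compounds for 60 min, then NCS for 30 min at 37C. Lysates were then assayed for phospho-KAP-1 by AlphaLISA (anti-pKAP1 donor, anti-KAP1 acceptor beads), 6 hr at 25C.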
TSHR antag: antagonists of human thyroid stimulating hormone receptor | P16473 | TSHR-expressing cells, TSH-stimulated cAMP HTRF, 2 h; hits give low values | activity change, negative = inhibition, % at 11.5 µM | 330,000 tested, 0.2% active | AID 504810;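 active = activity change below a set negative limit, meaning inhibition stronger than a set level, cut at about -70% in these data; inconclusive = activity change between two set negative limits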; note: % is set by controls: 0 for no effect and ±100 for the full control effect
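Read-out is FRET at 665 nm (cryptate excitation 337 nm) from a cryptate-tagged anti-cAMP antibody, competed by cell cAMP against cAMP-d2. Compounds are tested on freshly harvested TSHR cells challenged with 4nM TSH (EC80) for 2 hours at 37 deg C.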
* hit, by the source's call; ? = inconclusive; . = not tested or not shown; [ ] = another dose, or the depositor's remark. Unless noted, calls come from the whole dose curve; as a rule, active = well fitted curve in the direction sought with a large enough effect; inconclusive = small, poorly fitted or top-dose-only effect, or another doubt; inactive = no such curve, though single readings can be large; an effect the other way counts as inactive or inconclusive. Not a hit list. About 3.2% of those tested had a hit in this group.

SMILES	Integrin act MD	Mito fusion act	Tb PFK block	TCR act	PTAP TSG101 blk	Chronic BCR inh	Eya2 phos inh	ELG1 DNA repair	ASM inhibitor	AT treatment	TSHR antag
O=S(=O)(c1cc(Cl)c(Cl)cc1Cl)N1CCN2CCCC2C1 (configuration not stated)	9.7%	-3.9%	-1.9%	-9.1%	-5.0%	0.6%	-8.2%	-5.3%	2.0%	-14.4%	7.5
COc1ccc(N(CC(=O)NCc2ccc3c(c2)OCO3)S(=O)(=O)c2c(C)nn(C)c2C)cc1	-16.0%	1.1%	-3.9%	-1.8%	-4.2%	-10.0%	-12.5%	-26.5%	-1.3%	6.9%	-6.4
CC1CCN(S(=O)(=O)c2ccc(C(=O)Nc3nnc(-c4ccco4)o3)cc2)CC1	-12.1%	-2.8%	-7.5%	-0.6%	-4.3%	0.9%	7.1%	?	0.5%	1.3%	-3.6
Cc1cc(C)n2nc(C(=O)Nc3ccc(S(=O)(=O)N(C)C)cc3)nc2n1	?	3.7%	3.5%	-17.2%	-4.0%	29.0%	4.0%	-12.1%	0.4%	-2.0%	-1.5
O=C(N/N=C\c1ccccc1F)c1ccc(-c2ccccc2)cc1	14.8%	-3.6%	-8.2%	0.3%	2.3%	?	-3.7%	?	-2.1%	-0.5%	2.8
CCN(CC(=O)Nc1cc(OC)ccc1OC)Cc1nc2ccccc2c(=O)[nH]1	-2.0%	6.4%	0.4%	1.9%	8.3%	-1.6%	17.0%	?	0.2%	0.4%	-8.3
CCn1cnc2c1c(=O)n(CC(=O)N1CCc3ccccc31)c(=O)n2Cc1ccccc1	12.7%	3.2%	0.6%	-2.3%	-11.3%	5.6%	-0.6%[15.4 µM]	-7.9%	0.3%	14.2%	-5.4
CC1(C)CC(=O)C2=C(C1)NC(=O)CC2c1cc2c(cc1Br)OCO2 (configuration not stated)	-4.2%	6.2%	-0.3%	2.7%	0.2%	?	8.4%	?	-2.2%	-10.2%	-3.0
CCOC(=O)CC[C@H](NC(=O)Cn1cnc2c(NCc3ccccc3)ncnc21)C(=O)OCC	18.9%	.	2.9%	13.3%[46.1 µM]	-6.6%	4.1%	4.8%	27.7%	1.0%	6.7%	4.8
Cc1nn(CCO)c2ncc(C(=O)c3cc(F)ccc3O)cc12	2.3%	12.7%	-2.7%	-38.9%	-1.3%	-12.1%	3.1%	-2.9%	-0.4%	-2.2%	11.2
Nc1ccc(Sc2ccccc2CC(=O)O)cc1	.	2.8%	-1.7%	.	.	-24.2%	12.0%	-4.3%	.	-9.7%	-14.3
CC(=O)N(c1cccc(C(F)(F)F)c1)c1nc(/C=C/C(=O)O)cs1	19.2%	2.3%	-6.7%	-5.6%	-0.4%	4.6%	-3.3%	11.8%	-0.8%	1.1%	3.8
Cc1ccc(OCc2ccccc2C)c([N+](=O)[O-])n1	6.7%	-36.8%[inhibitor]	6.1%	-6.5%	-0.8%	?	-9.3%	?	-1.4%	14.6%	30.3
CCC(C(=O)Nc1ccc2c(c1)OCCO2)n1c(=O)[nH]c2ccccc2c1=O (configuration not stated)	-7.0%	-1.6%	3.4%	8.2%	-8.9%	2.8%	17.3%	?	6.5%	0.6%	1.9
COc1ccc(C(=O)Nc2ccccc2C(=O)N(Cc2ccco2)C(C(N)=O)C(C)C)cc1 (configuration not stated)	6.8%	-2.2%	-2.6%	-1.5%	-0.6%	6.9%	3.5%	-9.2%	2.4%	1.9%	-4.3
CCS(=O)(=O)c1nc(S(=O)(=O)c2ccc(C)cc2)c(NCCCN2CCOCC2)s1	24.8%	-1.9%	-5.1%	12.0%	0.1%	-2.7%	3.1%	9.0%	2.1%	-6.1%	-0.1
COc1ccc(Cl)cc1N1C(=O)CC(N2CCN(S(=O)(=O)c3ccccc3F)CC2)C1=O (configuration not stated)	-2.7%	.	-0.4%	-2.6%[46.1 µM]	-6.0%	1.4%	-14.3%	1.5%	2.7%	-17.0%	3.8
CN(C)S(=O)(=O)c1cc(NC(=O)COC(=O)Cc2ccc(Br)cc2)ccc1Cl	-3.9%	1.2%	-2.2%	-3.5%[46.1 µM]	-5.1%	-2.7%	-7.9%	2.9%	-21.4%	-2.5%	-10.1
CCOC(=O)C(N)CSC1CC(=O)N(c2ccc(OC)cc2)C1=O (configuration not stated)	-9.3%	-3.4%	4.2%	2.2%	-2.5%	2.3%	-3.2%	13.0%	2.9%	-2.2%	-16.1
CCO[C@@H]1OC(C(=O)Nc2ccccc2)=C[C@H](c2ccc3c(c2)OCO3)[C@H]1CCCO	-22.8%	2.6%	-8.6%	2.4%	.	4.0%	-10.8%	-15.0%	0.6%	-1.8%	-14.3
O=C(CSc1nnc(-c2ccccc2)n1-c1ccccc1)c1ccc[nH]1	7.4%	1.1%	13.5%	0.2%[46.1 µM]	-1.5%	9.1%	-3.5%	-2.5%	5.3%	3.3%	-6.9
COc1ccc(CCN(C)C(=O)CN2C(=O)NC3(CCCCC3C)C2=O)cc1OC (configuration not stated)	1.7%	-7.1%	0.4%	0.9%	-1.9%	1.6%	17.5%	0.5%	5.5%	-4.9%	-4.9
Cc1ccccc1CSc1nnc(NC(=O)C2COc3ccccc3O2)s1 (configuration not stated)	11.3%	-0.9%	0.0%	5.4%	-9.6%	18.6%	-5.0%	18.7%	-2.7%	1.9%	-25.6
CC1(C)COC(c2cccc(C3=NC(C)(C)CO3)n2)=N1	-32.0%	-1.5%	-5.7%	-7.3%[46.1 µM]	0.0%	1.4%	-0.3%	-16.5%	-0.5%	-11.6%	-5.7
COc1ccc(CN2CCSCC2)cc1C	-9.3%	0.0%	-8.8%	12.3%	-0.2%	11.6%	-25.1%	?	4.3%	-1.2%	-24.6
O=S(=O)(Nc1ccc2c(c1)nc1n2CCN(Cc2ccccc2)C1)c1ccc(F)cc1	-19.6%	1.8%	2.0%	3.3%	0.1%	0.2%	18.7%	?	12.4%	1.2%	-3.6
CCOCCCNC(=O)c1cc(-c2ccc(Br)s2)nc2ccccc12	-18.7%	3.8%	-2.2%	-0.6%	0.9%	?	-1.0%	7.0%	90.0%[activator]	12.3%	-5.5
COc1cc(/C=C/C(=O)N2CCN(Cc3ccccc3)CC2)cc(OC)c1OC	7.0%	-6.9%	0.5%	-3.9%	-0.6%	?	11.7%	-25.5%	-1.2%	28.1%	4.8
COC(=O)c1ccc(C[n+]2ccccc2)cc1	-6.5%	2.5%	4.0%	.	-3.5%	4.8%	12.9%	-1.6%	1.9%	3.6%	-10.4
CCOC(=O)CN(C(=O)CSc1nnc2c(n1)[nH]c1ccc(OC)cc12)c1ccc(F)cc1	-12.0%	-0.4%	1.5%	5.9%	-2.9%	?	-5.8%	?	-14.3%	-3.4%	-14.9
CC(=O)Nc1ccc(N2C(=O)CC(Sc3nccc(C)n3)C2=O)cc1 (configuration not stated)	10.3%	-3.4%	1.0%	8.0%	-0.8%	1.4%	1.7%	-2.0%	4.3%	-0.4%	3.6
O=C(NCCN1CCOCC1)c1ccc2c(c1)N(Cc1ccc(Cl)cc1)C(=O)CS2	1.6%	-3.0%	6.1%	-4.8%	-9.6%	-8.2%	-1.2%	11.4%	-4.3%	5.6%	-11.4

One compound at a time, as listed above. Values in the order: Integrin act MD, Mito fusion act, Tb PFK block, TCR act, PTAP TSG101 blk, Chronic BCR inh, Eya2 phos inh, ELG1 DNA repair, ASM inhibitor, AT treatment, TSHR antag
`COC(=O)c1ccc(C[n+]2ccccc2)cc1` in the list: -6.5%, 2.5%, 4.0%, ., -3.5%, 4.8%, 12.9%, -1.6%, 1.9%, 3.6%, -10.4
`CN(C)S(=O)(=O)c1cc(NC(=O)COC(=O)Cc2ccc(Br)cc2)ccc1Cl` in the list: -3.9%, 1.2%, -2.2%, -3.5%[46.1 µM], -5.1%, -2.7%, -7.9%, 2.9%, -21.4%, -2.5%, -10.1

Screening data as filed in PubChem BioAssay.
